# HSF1 activator = increases HSF-1 driven luciferase reporter signal; AID 504408; NIH3T3-HGL HSF-1 luciferase reporter, MG132, 8 h; 100% = twice DMSO control signal; activation, % at 9 µM; actives 1.7% (n = 300,000);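 active = mean replicate activation of at least 50% with a set share of replicates each reaching 50%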;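 note: 0% = median of the neutral control wells and 100% = twice that signal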
# PolyA inh = yeast polyadenylation inhibition; S. cerevisiae SKY197-pL101 polyadenylation reporter, beta-gal luminescence; efflux-impaired pdr1/pdr3 knockout yeast; score 100 = 6 SD above DMSO; calls only at 12 µM; actives 0.02% (n = 300,000); AID 1875;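 active = lowest replicate activity score at least 50, where 100 means six control SD above control mean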;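 note: yeast exposed to compound for 9 h at 30 °C; higher score means more reporter readthrough which indicates perturbed polyadenylation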
# GSK3 alpha inh = inhibitors of human GSK-3 alpha kinase | P49840 | ADP-Glo luminescence, 60 min | inhibition, % at 10 µM | actives 0.1% (n = 320,000) | AID 2650;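 in the data active = inhibition above about 50%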;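 note: GST-tagged GSK-3 alpha with peptide substrate and 25 µM ATP; 0% = DMSO neutral wells and 100% = GW8510 positive control wells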
# Target sequence (P49840 whole entry, looked up): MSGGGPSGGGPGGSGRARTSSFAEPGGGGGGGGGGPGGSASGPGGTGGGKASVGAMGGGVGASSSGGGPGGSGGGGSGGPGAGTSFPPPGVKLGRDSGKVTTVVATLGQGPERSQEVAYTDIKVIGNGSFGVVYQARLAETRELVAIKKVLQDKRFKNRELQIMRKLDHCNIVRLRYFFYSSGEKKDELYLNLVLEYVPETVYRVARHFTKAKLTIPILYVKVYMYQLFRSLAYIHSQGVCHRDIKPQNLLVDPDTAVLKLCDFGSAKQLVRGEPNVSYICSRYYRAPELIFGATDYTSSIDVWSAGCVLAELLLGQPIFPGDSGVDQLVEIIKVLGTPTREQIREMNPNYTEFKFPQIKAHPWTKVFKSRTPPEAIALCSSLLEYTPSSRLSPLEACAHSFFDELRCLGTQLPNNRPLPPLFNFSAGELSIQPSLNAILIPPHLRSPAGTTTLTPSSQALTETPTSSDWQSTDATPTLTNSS
# HSF1 inh = HSF1 inhibition | activity change, negative = inhibition, % at 7.5 µM (by protocol) | NIH3T3-HGL HSE-luciferase, MG132-induced, luminescence 8 h; hits give low values | AID 2098 | actives 0.77% (n = 300,000);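 active = more than half of replicate wells show activity change below -50%, luminescence cut by over half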;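 note: luciferase reports HSF-1 transcriptional activity via heat shock element; 0% = median of DMSO wells and -100% = zero luminescence signal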
# IEC-6 tox = kills IEC-6 intestinal cells in KLF5 counter-screen. IEC-6 cytotoxicity, luminescence viability. inhibition, % at 5 µM. actives 0.78% (n = 290,000). AID 1825; in the data active = inhibition above about 22%;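 note: 0% = plate median of test compound wells and 100% = cytotoxic reference compound wells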
# HSP90 refold inh = inhibitors of HSP90 luciferase refolding in rabbit reticulocyte lysate | luciferase refolding luminescence, 3 h | inhibition, % at 5.6 µM | actives 0.91% (n = 290,000) | AID 1789;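 active = inhibition above the screen-wide mean plus 3 SD, computed separately per campaign, cut at about 16% in these data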;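 note: 0% = DMSO wells and 100% = 60 µM geldanamycin wells; inhibitors lower the luminescence because luciferase stays unfolded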
# KLF5 inh = suppresses KLF5 promoter-driven expression. DLD-1 KLF5 promoter-luciferase reporter, luminescence. AID 1700. actives 0.23% (n = 290,000). inhibition, % at 5 µM;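 active = inhibition above a per-plate limit of that plate's mean compound inhibition plus 3 SD, cut at about 60% in these data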;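 note: 0% = DMSO wells and 100% = LY294002 at 200 µM; higher means less KLF5 promoter-driven luciferase light; inactives centre near -14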
# GSK3B inh = human GSK3beta kinase inhibition; P49841; GST-GSK3beta kinase, ADP-Glo luminescence, 60 min; hits give low values; activity score (negative = inhibition), % at 10 µM; actives 0.038% (n = 300,000);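 active = more than half of replicate wells score below -50%, meaning over 50% inhibition versus plate controls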;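 note: 0% = median DMSO wells and -100% = median GW8510 positive control wells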
# Target sequence (P49841 whole entry, looked up): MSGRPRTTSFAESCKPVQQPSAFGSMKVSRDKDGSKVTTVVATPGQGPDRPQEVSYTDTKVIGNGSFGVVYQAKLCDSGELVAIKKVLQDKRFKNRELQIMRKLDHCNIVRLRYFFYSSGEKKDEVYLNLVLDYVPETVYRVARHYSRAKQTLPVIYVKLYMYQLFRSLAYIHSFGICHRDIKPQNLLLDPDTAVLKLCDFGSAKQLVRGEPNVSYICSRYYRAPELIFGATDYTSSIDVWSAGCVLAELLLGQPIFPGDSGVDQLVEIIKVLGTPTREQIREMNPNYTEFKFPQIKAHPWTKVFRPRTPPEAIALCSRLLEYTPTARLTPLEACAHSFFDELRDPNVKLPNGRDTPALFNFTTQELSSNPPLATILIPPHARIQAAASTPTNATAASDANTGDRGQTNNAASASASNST
#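 Assay system: GST-tagged human GSK3beta kinase, cell-free; Input: 1.6 ng GSK3beta; Medium: Tris/MgCl2 kinase buffer; Timing: 60 min enzyme reaction, room temperature; Signal: ADP-Glo luminescence quantifying ADP generated by kinase; Evaluation: score relative to plate controls; Benchmarks: DMSO neutral wells and GW8510 at 20 µM as positive.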
# AI-2 QS modul = Vibrio harveyi AI-2 quorum sensing modulation; Vibrio harveyi JMH597 AI-2 luminescence/OD600 ratio, 9 h; hits give low values; strain lacks LuxN and CqsS sensors; 0 = neutral-control median; activity change, % at 7.5 µM; actives 0.4% (n = 300,000); in the data active = activity change below about -75%, passing the limit was not always enough;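 note: luminescence divided by OD600 gain over 9 h not by final OD600 alone; inactives centre near 13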
# aSyn 5UTR inh = 5' untranslated region of α-synuclein, MLPCN primary screen; alpha-synuclein 5'UTR reporter, inhibitor activity; inhibition, % (tested at 7.5 µM); actives 0.82% (n = 300,000); AID 1813; in the data active = inhibition above about 60%;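 note: H4 neuroglioblastoma cells stably carrying SNCA 5'UTR luciferase fusion; 0% = DMSO wells and 100% = positive control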
# * hit, by the source's call; i = inactive; · = no result given. Some of the compounds tested; rates above refer to the full screens.
compound	HSF1 activator	PolyA inh	GSK3 alpha inh	HSF1 inh	IEC-6 tox	HSP90 refold inh	KLF5 inh	GSK3B inh	AI-2 QS modul	aSyn 5UTR inh
Cc1ccc(-c2nnc(SCC(=O)N/N=C/c3ccc(C)s3)n2-c2ccc(C)cc2)cc1	-4.4	i	2.4	15.1	0.1	0.5	-4.4	5.0	58.0	21.7
CC1(C)Cc2cccc(OCC(=O)Nc3cc(C(F)(F)F)ccc3N3CCOCC3)c2O1	8.3	i	-1.8	2.7	0.3	1.1	-10.6	1.7	18.3	7.1
Nc1ccccc1SCC(=O)N1CCc2ccccc21	-26.6	i	-1.8	-7.9	-7.7	-3.0	-56.7	-0.8	-12.4	-57.8
COc1ccc(/C=N/OCC(=O)N2CCCC2)c(OC)c1	2.9	i	-1.2	8.5	-4.6	-6.2	-47.4	2.4	31.5	-6.3
O=C(Nc1ccc(N2C(=O)C3C4C=CC(C4)C3C2=O)cc1Cl)c1cccs1 (stereo unspecified)	13.1	i	-7.8	4.7	3.4	4.3	-11.9	1.1	8.7	-32.9
CC(C)(C)C(=O)Nc1ccc(-c2cn3ccsc3n2)cc1	25.1	i	2.3	-7.0	3.2	29.0*	1.2	2.1	5.3	18.9
Cc1cccnc1NC(=O)CCc1c[nH]c2ccccc12	18.1	i	-2.4	-1.1	6.4	-0.4	-54.7	2.4	23.9	-23.4
CCOC(=O)c1nc(Nc2ccc(N3CCOCC3)cc2)c2ccccc2n1	-31.2	i	1.3	-18.8	4.5	0.2	-44.0	-0.1	11.8	-23.2
COc1ccc(OCC(=O)N2CCc3c([nH]c4ccccc34)C2c2ccccn2)cc1 (stereo unspecified)	-18.2	i	-2.7	10.2	11.4	1.4	-3.4	2.7	11.9	-6.8
CC1CN(C(=O)c2ccc(-c3cccc(C(F)(F)F)c3)o2)CC(C)O1 (stereo unspecified)	13.8	i	2.5	3.6	·	·	·	1.1	0.5	11.1
COc1ccc(C)cc1NC(=O)CSc1nnc2ccc(-c3ccccn3)nn12	-10.8	i	1.7	-4.5	·	·	·	-3.6	9.8	18.2
COC(=O)c1sc(NC(=O)c2ccc([N+](=O)[O-])o2)c(C#N)c1C	9.7	i	1.2	7.0	22.1*	-1.4	-8.2	1.7	-14.5	-45.0
O=C(Cn1cc(C(F)(F)F)cc(Cl)c1=O)Nc1cc(Cl)cc(Cl)c1	-9.1	i	0.1	-1.0	3.9	4.5	-6.9	-0.1	20.7	-28.8
Cc1cc(C(=O)OCC(=O)N2c3ccccc3NC(=O)C2(C)C)c(C)n1-c1ccccc1	-5.4	i	1.5	1.4	-3.8	-3.1	-3.1	0.5	7.8	18.7
Cc1c(NC(=O)N2CCCCCC2)c(=O)n(-c2ccccc2)n1C	-1.1	i	-0.7	-7.2	-4.6	-2.7	-51.9	0.8	-12.8	2.4
O=C(O)c1ccc2c(c1)c1c3n2CCNC3CCC1 (stereo unspecified)	22.1	i	1.0	0.1	0.2	0.7	-22.1	1.6	1.7	-3.6
CC(=O)n1ccnc1	-15.4	i	0.9	-2.9	0.3	-5.0	-34.4	-2.9	5.1	11.4
NS(=O)(=O)c1cccc(NS(=O)(=O)c2ccc(/C=C/C(=O)OCC(=O)c3ccc(Br)cc3)cc2)c1	35.0	i	-2.3	19.3	-6.9	-2.4	-18.9	4.3	34.9	6.1
CCOc1ccc(C(=O)Nc2c(C(=O)N3CCC(N4CCCCC4)CC3)oc3ccccc23)cc1	-10.6	i	-1.4	-3.6	3.8	0.4	-20.4	·	3.8	36.8
Cc1[nH]c(-c2ccc(F)cc2)cc1C(=O)N1CCN(c2ccccc2)CC1	-31.8	i	-0.3	-20.0	2.2	-1.9	-23.0	-3.6	9.0	8.8
O=C(NC(=S)NCc1cccnc1)c1ccccc1F	-8.1	i	-1.0	-4.7	2.4	-0.4	-5.7	-1.8	2.8	-8.4
Cc1ccc(-n2c(C)cc(C(=O)COC(=O)c3ccc[nH]c3=O)c2C)cc1	11.6	i	-0.6	12.8	-2.7	0.2	-117.6	0.6	-3.7	-122.3
Cc1ccc(-n2nc3c(c2NC(=O)c2c(-c4ccccc4Cl)noc2C)CS(=O)(=O)C3)c(C)c1	20.4	i	2.8	-3.5	6.1	-1.9	15.3	2.0	29.5	-24.8
COc1ccc(S(=O)(=O)c2c(O)c3ccc(C(=O)Nc4ccc(F)cc4F)cc3[nH]c2=O)cc1	-4.7	i	-0.2	-2.7	-5.8	-1.7	-15.0	2.8	49.1	9.0
CC(C)C1Oc2ccccc2N(CC(=O)N(C)C2CCCCC2)C1=O (stereo unspecified)	2.7	i	-2.5	-5.2	-4.9	-0.3	-11.8	-1.0	2.3	5.0
COc1ccc(OC)c2c1sc(=NC(=O)c1cccc(N3C(=O)CCC3=O)c1)n2C	-8.5	i	0.5	-8.7	0.5	0.6	-7.8	-2.3	14.4	-1.0
CCOc1ccc(OCCC(=O)N2CCN(S(=O)(=O)c3cccc(F)c3)CC2)cc1	11.8	i	0.0	10.0	·	·	·	-1.5	3.2	-2.8
Cc1[nH]nc2c1C(c1c[nH]c3ccccc13)C(C#N)=C(N)O2 (stereo unspecified)	3.9	i	25.4	-4.6	-5.1	10.7	-5.1	0.3	4.8	-1.7
CCOC(=O)c1cnc2ccc(OCC)cc2c1N1CCN(C)CC1	-12.9	i	·	7.5	0.2	0.0	-29.4	-19.0	6.7	7.7
O=S(=O)(Nc1ccc(S(=O)(=O)N2CCCCC2)cc1)c1ccc(Br)s1	-0.8	i	-3.5	10.7	-1.0	-0.2	-8.4	6.3	28.7	14.6
CCNC(=O)c1sccc1-n1cccc1	5.3	i	0.0	-19.2	-5.4	-1.4	-28.1	0.1	6.3	-8.5
CN(Cc1cccc(C(F)(F)F)c1)C(=O)C1CCC(=O)N(CC2CCCCC2)C1 (stereo unspecified)	16.5	i	-2.9	14.1	-2.6	-0.9	-14.6	1.7	11.9	4.6
CCOC(=O)C1=C2c3cc(OC)c(OC)cc3CC(C)(C)N2C(=O)C1=O	-2.4	i	-0.3	-3.5	0.7	-2.1	-12.3	0.6	10.9	11.9
CN(Cc1ccccc1)C(=O)Cn1c(=O)oc2cc(S(=O)(=O)NCc3ccccc3)ccc21	3.9	i	-1.2	6.5	0.3	-3.0	-18.7	-0.8	8.4	6.9
CCN(CC)C(=O)C(=O)Nc1ccc(OC)c(Cl)c1	4.6	i	-2.0	4.3	-1.6	-1.3	4.6	0.9	23.4	-59.3
CCCn1c2c(c(O)c(C(=O)Nc3ccc(OC)cc3)c1=O)CCCC2	38.3	i	0.9	8.0	2.4	0.1	-10.9	3.7	22.7	2.4
O=C(CSc1ccccn1)Nc1nc2ccccc2s1	9.9	i	0.7	7.6	-11.7	-4.9	-55.8	-5.2	1.4	-62.6
CCOC(=O)c1ccc(CNC(=O)C2CCC(=O)N(CCc3ccccc3)C2)o1 (stereo unspecified)	18.8	i	-1.4	3.5	5.1	3.5	-23.2	1.4	6.2	10.4
CN(C)S(=O)(=O)c1cccc(NC(=O)COC(=O)CCOc2ccccc2)c1	1.9	i	-1.2	-4.9	-1.3	2.2	-11.2	1.7	22.8	11.7
CCCCOCCCNC(=O)c1ccc2c(c1)OCO2	7.3	i	-3.9	3.2	3.1	0.2	-19.2	-0.4	23.9	17.6
O=C(NCCc1ccccn1)C1CCN(S(=O)(=O)c2ccc3ccccc3c2)CC1	1.2	i	-1.4	0.8	1.9	-2.9	-16.4	4.0	-41.4	12.7
O=C(Cn1cnc([N+](=O)[O-])n1)N/N=C/c1ccc2ccccc2c1	41.9	i	·	3.8	-4.5	2.3	-2.4	1.8	20.5	6.0
CCOc1ccc(NC(=O)CNC(=O)Cc2ccccc2)cc1	5.5	i	·	-1.9	-3.2	3.4	-10.4	-3.0	8.1	-7.7
O=C(NCCCN1CCOCC1)C1(c2ccccc2)CCOCC1	2.4	i	-0.9	-0.9	-0.7	1.7	-37.0	2.0	8.0	12.5
O=C(O)CN1C(=O)/C(=C\c2cc(Br)ccc2OCc2ccccc2F)SC1=S	-13.4	i	-1.7	3.7	-1.0	1.0	-11.0	1.6	-1.6	14.4
CCc1ccccc1NC(=O)c1cc2sccc2n1C	5.1	i	-1.5	2.8	4.2	0.8	-35.5	2.7	6.3	-7.7
CCOC(=O)N1CCN(C(=O)CCn2nc(-c3ccccc3)ccc2=O)CC1	-15.8	i	0.8	-9.9	-7.4	3.7	-6.8	0.6	18.7	13.5
Clc1ccc(NCc2cccnc2)c(Cl)c1	31.3	i	-3.2	5.9	-3.0	-3.3	-34.0	2.2	21.5	-4.3
CN(C)CCN1C(=O)C(O)=C(C(=O)c2cc3ccccc3o2)C1c1cccc(Br)c1 (stereo unspecified)	-11.9	i	-1.2	3.3	-2.7	-1.4	3.6	-1.4	21.9	-5.7
Cc1ccc(S(=O)(=O)Nc2c(C)n(C)n(-c3ccccc3)c2=O)cc1C(=O)OCC(=O)N1CCCC(C)C1 (stereo unspecified)	-10.1	i	8.4	-1.4	-3.4	-4.4	-12.8	-3.9	22.8	7.8
O=C(O)Cn1c(SC2CCCCC2)nc2ccccc21	-10.4	i	0.5	-1.7	0.2	4.6	-25.5	-1.9	1.3	-11.1
O=C(O)CSc1cc(C(=O)c2ccccc2O)cn2c(=O)c3c4c(sc3nc12)CCCC4	-23.9	i	·	-3.4	0.0	-0.8	-3.8	1.3	12.9	7.2
Cc1nc2ccccc2c(=O)n1NC(=O)C1CC1C (stereo unspecified)	-9.1	i	2.6	-1.7	0.4	-1.8	-7.0	2.6	24.1	5.4
CC1Cc2ccccc2N1C(=O)CSc1ncccn1 (stereo unspecified)	18.9	i	-1.7	-0.9	·	·	·	1.3	26.1	-6.3
N#CCOC(=O)C1CSC2(c3ccc(Br)cc3)CCC(=O)N12 (stereo unspecified)	-9.9	i	-0.2	-4.8	-2.9	-4.0	-40.4	0.6	17.0	6.8
CC1CCc2c(C(=O)NCc3ccccn3)csc2C1 (stereo unspecified)	27.3	i	-1.0	12.8	2.2	1.5	-52.6	2.0	36.3	-84.0
CCCCOc1ccc(C(C)NC(=O)CCS(=O)(=O)Cc2ccc(C)cc2)cc1 (stereo unspecified)	21.5	i	-1.5	2.7	8.8	-1.7	2.8	1.8	6.8	22.7
N#Cc1cc(-c2ccccc2)nn1-c1ccccc1	31.3	i	-1.7	10.2	0.2	0.3	10.8	-3.1	10.2	-67.5
O=C(CCNC(=O)C1CCN(S(=O)(=O)c2ccc(F)cc2)CC1)NCc1ccccc1Cl	-3.8	i	-0.8	3.8	10.6	0.9	-22.7	0.1	-1.3	10.6
